Screening data (PubChem)
SIRT5 inh: inhibitors of human sirtuin-5 desuccinylase; inhibition, % at 15 µM; hit rate 1.1% among 330,000; Purified SirT5, succinyl-peptide AMC, trypsin-coupled fluorescence; in the data active = inhibition above about 15%; inconclusive = no clear call, values can overlap the other calls
CFTR F508del cor: correctors of CFTR F508del function in bronchial epithelial cells | hit rate 0.36% among 350,000 | activity (quench increase), % at 7.58 µM | CFBE cells, YFP halide quenching; stimulated with forskolin plus potentiator P3; % fluorescence drop versus neutral controls;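 active = mean added fluorescence quench of at least 8% versus neutral control, with both replicates also reaching 8%; inconclusive = only one of the mean or replicate conditions met; inactive = mean below 8% and not both replicates reaching 8%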;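 also: cells transiently co-express mutant CFTR-F508del with the halide-sensitive YFP; corrector assay measuring rescue of mutant channel to the surface after 24 h compound exposure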
miR-122 sensor: blocks miR-122 activity in Huh7 sensor cells. Huh7 miR-122 Renilla luciferase sensor, 48 h; neutral wells = 0, positive control = 100. activation (reporter increase), % at 12.5 µM. hit rate 0.3% among 340,000;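 active = mean replicate activation score at least 90 and every replicate individually at or above 90; inconclusive = only one of the two criteria met; inactive = neither criterion met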;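 also: higher luciferase means less miR-122 activity so hits act as miR-122 inhibitors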
ERp5 block: inhibitors of human ERp5 | ERp5 insulin aggregation, absorbance 650 nm, 90 min | inhibition, % at 9.99 µM | hit rate 0.05% among 350,000;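 active = mean replicate inhibition above about 25%, with every replicate also reaching it, limit read from the data, passing the limit was not always enough; inconclusive = only one of those two criteria met; inactive = neither criterion met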
DENV2 CPE: inhibitors of DENV2 cytopathic effect. hit rate 1.7% among 350,000. DENV2-infected cells, cytopathic effect rescue, plate reader. AID 651640. CPE inhibition, % at 9.99 µM; in the data active = CPE inhibition above about 20%, passing the limit was not always enough; inconclusive = no clear call, values can overlap the other calls; tested in BHK-21 cells;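 also: 0% = median of neutral control wells and 100% = median of positive control wells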
CASP6 VEID inh: blocks human caspase-6 cleavage activity; AID 686996; hit rate 0.53% among 350,000; inhibition, % at 12.5 µM; purified caspase-6, Z-VEID-R110 cleavage fluorescence;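 active = mean inhibition across replicates at least about 35%, with every replicate also reaching that limit, limit read from the data; inconclusive = only one of the two criteria met; inactive = neither criterion met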;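 also: 0% = median of neutral control wells and 100% = no fluorescence left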
ERAP1 HTS inh: inhibitors of human ERAP1 aminopeptidase; Q9NZ08; recombinant ERAP1, Leu-AMC fluorescence, 60 min; inhibition, % at 10.7 µM; hit rate 0.15% among 340,000; AID 652197;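 active = mean replicate inhibition of at least 30%, or all replicates individually reaching that 30% level; inactive = mean below 30% and not every replicate reaching it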;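 also: 0% = neutral control wells and 100% = L-leucinethiol positive control wells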
Target sequence (Q9NZ08 whole entry, looked up): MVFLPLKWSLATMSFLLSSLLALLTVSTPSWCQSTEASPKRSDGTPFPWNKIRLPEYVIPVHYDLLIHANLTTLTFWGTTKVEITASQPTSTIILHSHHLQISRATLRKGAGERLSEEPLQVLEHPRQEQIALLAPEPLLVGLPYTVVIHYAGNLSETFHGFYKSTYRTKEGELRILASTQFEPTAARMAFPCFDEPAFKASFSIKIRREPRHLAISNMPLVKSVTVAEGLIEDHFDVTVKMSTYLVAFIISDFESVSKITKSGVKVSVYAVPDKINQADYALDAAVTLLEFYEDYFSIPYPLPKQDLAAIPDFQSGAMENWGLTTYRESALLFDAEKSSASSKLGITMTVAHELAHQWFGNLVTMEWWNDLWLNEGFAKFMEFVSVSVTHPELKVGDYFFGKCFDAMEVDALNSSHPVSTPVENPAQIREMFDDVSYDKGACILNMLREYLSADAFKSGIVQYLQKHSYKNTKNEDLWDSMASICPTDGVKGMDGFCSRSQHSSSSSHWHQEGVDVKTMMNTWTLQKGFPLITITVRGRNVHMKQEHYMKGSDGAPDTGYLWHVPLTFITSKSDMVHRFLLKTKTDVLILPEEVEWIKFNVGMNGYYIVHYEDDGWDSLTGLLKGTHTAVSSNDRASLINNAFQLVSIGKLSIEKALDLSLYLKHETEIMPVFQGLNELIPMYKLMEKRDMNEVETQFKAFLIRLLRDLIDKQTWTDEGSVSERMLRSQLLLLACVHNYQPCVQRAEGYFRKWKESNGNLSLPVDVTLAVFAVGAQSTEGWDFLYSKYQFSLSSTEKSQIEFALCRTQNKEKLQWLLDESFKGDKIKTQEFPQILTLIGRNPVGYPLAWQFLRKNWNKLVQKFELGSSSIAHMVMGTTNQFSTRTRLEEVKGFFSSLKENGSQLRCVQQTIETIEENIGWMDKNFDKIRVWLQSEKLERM
Starred values were filed as active, the others as inactive; [ ] = remark or other dose.

CCN(CC)C(=O)Cc1ccccc1 was read as SIRT5 inh 4, CFTR F508del cor 2.8, miR-122 sensor 0, ERp5 block 4, DENV2 CPE 1, CASP6 VEID inh 0 and ERAP1 HTS inh -4.
For CO[C@H]1CN(C)C(=O)c2ccc(NS(=O)(=O)c3ccc(Cl)cc3)cc2OC[C@@H](C)N(C)C[C@@H]1C the results were SIRT5 inh 5, CFTR F508del cor -2.4, miR-122 sensor 15[16.7 µM], ERp5 block -2, DENV2 CPE 9, CASP6 VEID inh -3 and ERAP1 HTS inh -4.
CN(C)S(=O)(=O)c1cccc(NC(=S)N/N=C/C2CC=CCC2)c1 (configuration not stated) was read as SIRT5 inh 2, CFTR F508del cor -1.1, miR-122 sensor 5, ERp5 block 1, DENV2 CPE 4, CASP6 VEID inh 0 and ERAP1 HTS inh 2.
For CC(=O)Nc1cccc(OCC(=O)NCCC2=CCCCC2)c1 the results were SIRT5 inh 0, CFTR F508del cor 3.0, miR-122 sensor -8, ERp5 block 1, DENV2 CPE -5, CASP6 VEID inh 1 and ERAP1 HTS inh 3.
CCC(=O)N1[C@@H](CO)[C@@H](c2ccccc2)[C@@H]1CNC(=O)CN1CCOCC1 was read as SIRT5 inh 3, CFTR F508del cor -0.2, miR-122 sensor -18[16.7 µM], ERp5 block -1, DENV2 CPE 2, CASP6 VEID inh 1 and ERAP1 HTS inh 0.
Screening COCCNC(=O)[C@H]1[C@H](CO)[C@H]2Cn3c(ccc(-c4ccccc4)c3=O)[C@@H]1N2C returned SIRT5 inh -5, CFTR F508del cor -1.7, miR-122 sensor -1[16.7 µM], ERp5 block -1, DENV2 CPE -7, CASP6 VEID inh 0 and ERAP1 HTS inh -2.
`CN(C)c1ccc(/C=N/NC(=O)C[n+]2ccccc2)cc1` gave SIRT5 inh 10, CFTR F508del cor -1.3, miR-122 sensor -2, ERp5 block 4, DENV2 CPE 10, CASP6 VEID inh -27 and ERAP1 HTS inh 2.
For NC(=O)C(c1ccccn1)c1ncc(C(F)(F)F)cc1Cl (configuration not stated) the results were SIRT5 inh 4, CFTR F508del cor -0.6, miR-122 sensor 1, ERp5 block 2, DENV2 CPE -8, CASP6 VEID inh 1 and ERAP1 HTS inh 0.
COc1ccc(C(CNc2ncnc3sc(C)c(C)c23)N(C)C)cc1 (configuration not stated) was read as SIRT5 inh 3, CFTR F508del cor 2.5, ERp5 block 2, DENV2 CPE 0, CASP6 VEID inh -2 and ERAP1 HTS inh 4.
O=C(COC(=O)c1cccc(S(=O)(=O)N2CCCCC2)c1)NCc1ccccc1 was read as SIRT5 inh 0, CFTR F508del cor 7.0, miR-122 sensor -2, ERp5 block -2, DENV2 CPE 7, CASP6 VEID inh 3 and ERAP1 HTS inh -7.

Random excerpt: two records from the list
CCC(=O)N1[C@@H](CO)[C@@H](c2ccccc2)[C@@H]1CNC(=O)CN1CCOCC1 was read as SIRT5 inh 3, CFTR F508del cor -0.2, miR-122 sensor -18[16.7 µM], ERp5 block -1, DENV2 CPE 2, CASP6 VEID inh 1 and ERAP1 HTS inh 0.
For NC(=O)C(c1ccccn1)c1ncc(C(F)(F)F)cc1Cl (configuration not stated) the results were SIRT5 inh 4, CFTR F508del cor -0.6, miR-122 sensor 1, ERp5 block 2, DENV2 CPE -8, CASP6 VEID inh 1 and ERAP1 HTS inh 0.

(list continues)
Screening CCOc1ccc(-c2cnc3ccccc3n2)cc1 returned SIRT5 inh 0, CFTR F508del cor -3.3, miR-122 sensor 10, ERp5 block -1, DENV2 CPE -4, CASP6 VEID inh -1 and ERAP1 HTS inh -3.
Screening C[C@@H](O)C#Cc1cnc2c(c1)C(=O)N([C@@H](C)CO)C[C@H](C)[C@@H](CN(C)C(=O)Nc1ccc(F)cc1)O2 returned SIRT5 inh 0, CFTR F508del cor 1.2, miR-122 sensor 4[16.7 µM], ERp5 block -1, DENV2 CPE -6, CASP6 VEID inh 1 and ERAP1 HTS inh -1.
CN(C)C1(CNC(=O)C2CCN(S(=O)(=O)c3cc(Cl)ccc3Cl)CC2)CCCCC1 was read as SIRT5 inh -2, CFTR F508del cor 1.3, miR-122 sensor -3, ERp5 block 1, DENV2 CPE 4, CASP6 VEID inh 0 and ERAP1 HTS inh 0.
Screening Cc1ccc(S[C@@H](CCN2CC[C@H](C(C)(C)C)CCC2=O)c2ccccc2)cc1 returned SIRT5 inh -1, CFTR F508del cor 3.8, miR-122 sensor 3, ERp5 block -1, DENV2 CPE -11, CASP6 VEID inh -4 and ERAP1 HTS inh 0.
`CN1CCN(c2ccc(NC(=O)c3ccc4ccccc4c3)cc2)CC1` gave SIRT5 inh -2, CFTR F508del cor 0.9, miR-122 sensor -10, ERp5 block -4, DENV2 CPE 5, CASP6 VEID inh -7 and ERAP1 HTS inh 0.
`Cc1c(NC(=O)C(C)Sc2nccn2C)c(=O)n(-c2ccccc2)n1C` (configuration not stated) gave SIRT5 inh 1, CFTR F508del cor 3.0, miR-122 sensor 0, ERp5 block -11, DENV2 CPE 3, CASP6 VEID inh -2 and ERAP1 HTS inh 0.
`CC(C)CC(NC(=O)C1CCCN1C(=O)CNC(=O)OCc1ccccc1)C(=O)O` (configuration not stated) gave SIRT5 inh 5, CFTR F508del cor 2.3, miR-122 sensor -7, ERp5 block -6, DENV2 CPE -2, CASP6 VEID inh 1 and ERAP1 HTS inh -1.
`O=C(N[C@@H]1CC[C@@H](CC(=O)N2CCc3ccccc3C2)O[C@@H]1CO)C1CC1` gave SIRT5 inh 0, CFTR F508del cor -1.0, ERp5 block -9, DENV2 CPE 2, CASP6 VEID inh 5 and ERAP1 HTS inh 1.
CCN(CC)C(=O)c1sc(NC(=O)c2ccc3c(c2)OCO3)c(C(N)=O)c1C was read as SIRT5 inh 0, CFTR F508del cor 2.7, ERp5 block 4, DENV2 CPE 0, CASP6 VEID inh 1 and ERAP1 HTS inh 5.
COc1cccc(-c2cnc(C(O)c3ccc(Cl)cc3C)[nH]2)c1 (configuration not stated) was read as CFTR F508del cor 2.7, miR-122 sensor 37, ERp5 block -1, DENV2 CPE 2, CASP6 VEID inh 7 and ERAP1 HTS inh 0.
For COc1ccc(C(=O)OCC(=O)NC2CCCC2)cc1OC the results were SIRT5 inh 3, CFTR F508del cor -0.8, ERp5 block 6, DENV2 CPE 4, CASP6 VEID inh 2 and ERAP1 HTS inh 0.
C[C@@H]1CN(Cc2nc(-c3cnccn3)no2)C[C@H](C)O1 was read as SIRT5 inh 4, CFTR F508del cor 1.9, ERp5 block 1, DENV2 CPE -5, CASP6 VEID inh -2 and ERAP1 HTS inh 2.
COc1ccc(S(=O)(=O)N2CC[C@@H]3[C@H](CO)Nc4ccc(-c5ccc(C#N)cc5)cc4[C@@H]32)cc1 was read as SIRT5 inh 3, CFTR F508del cor inconclusive, miR-122 sensor 24[16.7 µM], ERp5 block 1, DENV2 CPE -10, CASP6 VEID inh -3 and ERAP1 HTS inh -1.
Screening C[n+]1ccn(CC(=O)c2cccs2)c1 returned SIRT5 inh -1, CFTR F508del cor -3.6, miR-122 sensor 3, ERp5 block -2, DENV2 CPE 6, CASP6 VEID inh -12 and ERAP1 HTS inh 3.
For CN1CCN(C(=O)c2cc(C(C)(C)C)cc(C(C)(C)C)c2)CC1 the results were SIRT5 inh 2, CFTR F508del cor 2.5, ERp5 block -3, DENV2 CPE -5, CASP6 VEID inh -3 and ERAP1 HTS inh -5.
For O=C1COc2ccc(S(=O)(=O)N3CCC(C(=O)NCc4ccc(F)cc4)CC3)cc2N1 the results were SIRT5 inh 0, CFTR F508del cor 0.8, miR-122 sensor 8, ERp5 block 2, DENV2 CPE 14, CASP6 VEID inh 2 and ERAP1 HTS inh -4.
`CCCCn1nnnc1C(c1cc2ccccc2o1)N1CCCN(C(=O)OC(C)(C)C)CC1` (configuration not stated) gave SIRT5 inh -1, CFTR F508del cor 1.7, ERp5 block 0, DENV2 CPE 5, CASP6 VEID inh -1 and ERAP1 HTS inh 1.
O=C(C[C@@H]1CC[C@H]2[C@@H](COC[C@@H](O)CN2Cc2ccc(F)cc2)O1)NCCc1ccccc1 was read as SIRT5 inh 0, CFTR F508del cor -0.8, miR-122 sensor -4[16.7 µM], ERp5 block -5, DENV2 CPE 5, CASP6 VEID inh 1 and ERAP1 HTS inh 0.
COc1ccc(CN(CC2CCC(C(=O)O)CC2)C(=S)Nc2ccccc2C)cc1 (configuration not stated) was read as SIRT5 inh -8, CFTR F508del cor -0.1, miR-122 sensor -4, ERp5 block 9, CASP6 VEID inh 4 and ERAP1 HTS inh 0.
For C[C@@H]1CCCCO[C@H](CN(C)C(=O)CCC(F)(F)F)[C@H](C)CN([C@H](C)CO)C(=O)c2cc(NC(=O)CCC(F)(F)F)ccc2O1 the results were SIRT5 inh -1, CFTR F508del cor -0.5, miR-122 sensor 3[16.7 µM], ERp5 block -1, DENV2 CPE 1, CASP6 VEID inh -2 and ERAP1 HTS inh -4.
COc1ccc(NC(=O)Nc2ccc3c(c2)CC(=O)N([C@H](C)CO)C[C@H](C)[C@H](CN(C)S(C)(=O)=O)O3)cc1 was read as SIRT5 inh -3, CFTR F508del cor 0.6, miR-122 sensor 0[16.7 µM], ERp5 block 4, DENV2 CPE -3, CASP6 VEID inh -2 and ERAP1 HTS inh -2.
O=C(NCC1CC1)[C@H]1[C@H](CO)[C@H]2Cn3c(cccc3=O)[C@H]2N1Cc1cncnc1 was read as SIRT5 inh 2, ERp5 block 2, DENV2 CPE -4, CASP6 VEID inh 2 and ERAP1 HTS inh 1.
`C[C@H]1CN([C@@H](C)CO)C(=O)Cc2cc(NC(=O)Cc3cn(C)c4ccccc34)ccc2O[C@H]1CN(C)Cc1ccc2c(c1)OCO2` gave SIRT5 inh 2, CFTR F508del cor 0.3, miR-122 sensor 7[16.7 µM], ERp5 block 0, DENV2 CPE 5, CASP6 VEID inh -1 and ERAP1 HTS inh 3.
Screening Cc1ccc(S(=O)(=O)NCC(=O)NCC(=O)N(C)Cc2ccc(Br)s2)cc1C returned CFTR F508del cor 2.3, miR-122 sensor 11, ERp5 block 9, DENV2 CPE 7, CASP6 VEID inh -9 and ERAP1 HTS inh -3.
`O=C1c2ccccc2C(=O)N1CCc1c(-c2ccccc2)[nH]c2ccccc12` gave SIRT5 inh -2, CFTR F508del cor -1.3, miR-122 sensor 0, ERp5 block -3, DENV2 CPE 1, CASP6 VEID inh 0 and ERAP1 HTS inh -1.
`N#C/C(=C\c1ccc(OCCN2CCOCC2)cc1)C(=O)Nc1ccc(S(N)(=O)=O)cc1` gave SIRT5 inh -4, CFTR F508del cor -2.4, ERp5 block 5, DENV2 CPE 4, CASP6 VEID inh 0 and ERAP1 HTS inh 3.
For Cc1ccnn1CCC(=O)N1CCCC(CCC(=O)NCc2ccccc2F)C1 (configuration not stated) the results were SIRT5 inh 3, CFTR F508del cor 1.2, ERp5 block 0, DENV2 CPE -2, CASP6 VEID inh 0 and ERAP1 HTS inh -1.
`O=c1[nH]c(C2CCN(S(=O)(=O)c3ccccc3C(F)(F)F)CC2)nc2c1nnn2Cc1ccccc1` gave SIRT5 inh -1, CFTR F508del cor -1.0, miR-122 sensor -2, ERp5 block 1, DENV2 CPE 5, CASP6 VEID inh 3 and ERAP1 HTS inh -6.
For COc1ccccc1C#Cc1ccc2c(c1)[C@H]1[C@H](CCN1C(=O)c1ccc(F)cc1)[C@@H](CO)N2 the results were SIRT5 inh 18*, CFTR F508del cor 2.1, ERp5 block 1, DENV2 CPE 54*, CASP6 VEID inh 0 and ERAP1 HTS inh 0.
`C[C@@H]1CCCCO[C@H](CN(C)C(=O)Nc2cccc3ccccc23)[C@@H](C)CN([C@H](C)CO)C(=O)c2cc(NS(=O)(=O)c3cccs3)ccc2O1` gave SIRT5 inh 4, CFTR F508del cor -2.4, miR-122 sensor 3[16.7 µM], ERp5 block -7, DENV2 CPE 4, CASP6 VEID inh 0 and ERAP1 HTS inh -1.
CC(C)CN1C(=O)C(=O)N(CC(=O)NC2CCCc3ccccc32)C1=O (configuration not stated) was read as SIRT5 inh -3, CFTR F508del cor 0.8, ERp5 block 0, DENV2 CPE -7, CASP6 VEID inh 0 and ERAP1 HTS inh -1.
For C[C@H](O)[C@@H]1C(=O)N2CCc3c([nH]c4c(-c5ccccc5)cccc34)[C@@H]2C[C@@H]1N(C)C(=O)c1ccccc1F the results were SIRT5 inh -1, CFTR F508del cor -0.8, ERp5 block 4, DENV2 CPE 11, CASP6 VEID inh -1 and ERAP1 HTS inh -1.
